Bioassay records: PubChem BioAssay, several laboratories
Large T inhibition: TAg ATPase/helicase activity blockers – biochemical (AID 1903); SV40 large T antigen ATPase/helicase inhibition assay; higher % means a stronger effect; inhibition, % at 20 µM; hits with a dose series show IC50 in µM; actives 0.39% (n = 310,000); in the data active = a potency from the dose series; inconclusive = inhibition mostly from about 32% at the one dose, without a potency; inactive = the rest, 99 in 100 with inhibition below about 32%; also: strong numbers were not always called active
GPR35 antagonists: GPR35 antagonists blocking zaprinast-driven arrestin recruitment, primary screen, imaging, U2OS, beta-arrestin-GFP, zaprinast agonist (AID 2058); U2OS GPR35 beta-arrestin-GFP translocation imaging, zaprinast antagonism; higher % means a stronger effect; inhibition, % at 10 µM, or IC50 in µM where a hit was titrated; actives 0.052% (n = 290,000);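 active = inhibition of at least 50% with at least 30 cells and total cytoplasm GFP at most 10,000,000; inconclusive = under 30 cells or total GFP of 10,000,000 plus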
NTR1 ag: agonists of NTR1, primary screen, imaging, U2OS cells, beta-arrestin-GFP, high content (AID 493036); P30989; NTR1-U2OS beta-arrestin-GFP spot imaging, agonist mode; activation, % at 20 µM; actives 0.17% (n = 330,000);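 active = activation at or above 40% of the spot to cytoplasm intensity ratio, with at least 20 cells analyzed; inconclusive = wells under 20 cells, flagged as cytotoxic or low count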;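 also: 0% = DMSO without peptide and 100% = 100 nM NTR1 peptide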
Target sequence (P30989 whole entry, looked up): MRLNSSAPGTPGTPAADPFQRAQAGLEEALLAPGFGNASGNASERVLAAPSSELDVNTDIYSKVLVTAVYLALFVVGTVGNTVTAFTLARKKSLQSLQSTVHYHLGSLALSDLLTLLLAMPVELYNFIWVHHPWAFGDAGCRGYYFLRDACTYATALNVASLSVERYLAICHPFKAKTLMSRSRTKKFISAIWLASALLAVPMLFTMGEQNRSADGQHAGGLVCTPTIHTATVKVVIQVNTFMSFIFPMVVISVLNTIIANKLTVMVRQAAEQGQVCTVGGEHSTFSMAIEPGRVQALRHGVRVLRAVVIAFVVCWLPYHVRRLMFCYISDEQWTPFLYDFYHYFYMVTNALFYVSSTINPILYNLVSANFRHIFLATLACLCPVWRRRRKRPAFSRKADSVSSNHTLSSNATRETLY
T cell HTS: T cell immune modulators affecting CD8 T cell-vesicle binding; 2C CD8+ T cell-vesicle binding, flow cytometry; stronger effect = lower value; calls only at 7 µM; actives 0.068% (n = 330,000); AID 2052;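 active = response, share of CD8 T cells binding vesicles, and their 90th percentile fluorescence all below set limits, cut at about 80% in these data, passing the limit was not always enough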
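Material: 2C TCR transgenic mouse naive CD8+ T cells, MACS-purified. Also added: QL9-charged Drosophila Ld/ICAM-1/B7-1 vesicles. Timing: binding 1.5 h at 37 °C. Measured by: high-throughput flow cytometry with anti-B7-1 and anti-CD8 staining. Read-out: percent CD8+ FL2 mean versus row control. Controls: Unloaded micro-vesicles (low), QL9 vesicles with 0.7% DMSO (high).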
GPR55 beta-arrestin: GPR55 agonists via beta-arrestin recruitment, primary screen, imaging, U2OS cells, beta-arrestin-GFP redistribution (AID 1961); U2OS GPR55 beta-arrestin-GFP redistribution imaging; higher % means a stronger effect; one-dose activation, % at 10 µM; EC50 in µM for titrated hits; actives 0.048% (n = 290,000);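 active = activation above 40% with more than 50 cells counted in the well; inconclusive = wells holding fewer than 50 cells, flagged as toxic or sparse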;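 also: U2OS osteosarcoma cells stably expressing GPR55 and beta-arrestin-GFP; plate controls were DMSO negative control for no effect and LPI positive control for full effect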
LYP inhibition: PTPN22 lymphoid phosphatase activity blockers – biochemical, fluorescence intensity, uHTS (AID 1779) | actives 0.054% (n = 290,000) | inhibition, % at 11.5 µM; hits with a dose series show IC50 in µM | recombinant LYP phosphatase, fluorescence intensity; higher % means a stronger effect; in the data active = inhibition above about 50%;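 also: plate controls were vehicle with enzyme for no effect and no enzyme for full effect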
Lipid droplet: modulators of hepatic lipid droplet formation; AML12 mouse hepatocytes, oleate lipid droplets, BODIPY imaging; inhibition, % at 6.5 µM; actives 0.4% (n = 240,000); AID 1656;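 active = lipid droplet intensity inhibited by at least 50%, with more than 500 cells counted; inconclusive = wells with under 300 cells, treated as cytotoxic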
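System: AML12 hepatocytes (mouse). Probe or stimulus: oleic acid at 100 µM to induce lipid droplet formation. Times: overnight treatment with compound plus oleate. Detection: Image-based BODIPY and DAPI two-channel analysis. Evaluation: percent inhibition of filter-corrected integrated lipid droplet intensity per well.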
Rac1 GTP hydrolysis: MgcRacGAP GTPase-activating activity inhibitors, confirmation, biochemical, ADP Hunter fluorescence | MgcRacGAP-stimulated Rac1 GTP hydrolysis, ADP Hunter fluorescence; higher % means a stronger effect; GST-tagged Rac1 F28L mutant substrate | inhibition, % at 30 µM, or IC50 in µM where a hit was titrated | actives 0.6% (n = 340,000) | AID 624330;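 active = first-screen hits whose inhibition reached a set limit at any dose in the follow-up dose series; inconclusive = inhibition above the set first-screen limit but never retested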;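 also: fluorescence reports GDP produced by GAP-driven GTP hydrolysis; strong numbers were not always called active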
GPR55 antagonists: GPR55 antagonists blocking LPI-driven arrestin recruitment, primary screen, imaging, U2OS, beta-arrestin-GFP, LPI agonist (AID 2013); U2OS GPR55 beta-arrestin-GFP translocation imaging, LPI antagonism; higher % means a stronger effect; inhibition, % at 10 µM, or IC50 in µM where a hit was titrated; actives 0.13% (n = 290,000);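 active = spots per cell inhibited over 60%, with over 100 cells counted and total cytoplasm intensity under 500,000; inconclusive = wells with under 100 cells, flagged as likely toxic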;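 also: U2OS cells stably carrying GPR55 and arrestin-GFP stimulated by 5 µM LPI near EC80; imaged beta-arrestin-GFP aggregate spots per cell after agonist stimulation; plate controls were LPI-stimulated DMSO wells for no effect and DMSO wells without LPI for full effect; some results filed as inactive read as strong as hits; confirmed hits need IC50 under 10 µM and bright autofluorescent wells are also inconclusive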
Lipid droplet cells 6.5 µM: further read-out of Lipid droplet, marked with its call; cell count; measured here: cell count, cytotoxicity flag;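 cells counted across two imaged fields per well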
T cell HTS vesicle-bound %: second read-out of T cell HTS, no call of its own (marks repeat the call); double positive events, %; measured here: CD8+ vesicle-bound cell fraction;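 binding gate set so that unloaded-vesicle control wells show 10% double positive cells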
NTR1 ag cell count 20 µM: also measured in NTR1 ag; calls as there; cell count; measured here: cell count, cytotoxicity flag
Active calls of the source: *; i = inactive; ? = inconclusive; / = not tested or not shown.

Compound	Large T inhibition	GPR35 antagonists	NTR1 ag	NTR1 ag cell count 20 µM	T cell HTS	T cell HTS vesicle-bound %	GPR55 beta-arrestin	LYP inhibition	Lipid droplet	Lipid droplet cells 6.5 µM	Rac1 GTP hydrolysis	GPR55 antagonists
COc1ccc2c(c1)cc1n2CCN=C1NCCO	5.5%	19.2%	5.6	70	i	37.4	-0.1%	-4.2%	11.4	840	16.3%	-5.3%
COc1ccc(CCNC(=O)c2cc(S(=O)(=O)N3CCCCC3)c[nH]2)cc1OC	15.6%	-11.8%	1.9	71	i	22.3	-0.1%	-15.2%	-25.5	650	0.1%	2.9%
C#CC[N+]1(CC#Cc2ccc(C)cc2)CCCCC1	-2.7%	8.5%	1.4	85	i	19.8	0.0%	2.4%	-24.9	641	11.7%	2.7%
Cc1ccc2cccc(NC(=S)NC(=O)c3ccnn3C)c2n1	6.1%	21.9%	7.2	83	i	28.7	0.0%	-8.6%	-1.6	777	7.3%	8.6%
CCN(CC(=O)NCc1cccs1)C(=O)CN(C)S(=O)(=O)c1ccc(C)cc1	14.4%	/	0.5	48	i	37.1	/	/	/	/	10.9%	/
COc1ccc(CNC(=O)CCCn2nc(C)n3ccnc3c2=O)cc1	3.1%	1.6%	2.1	47	i	6.7	0.0%	-6.7%	-23.1	666	2.2%	9.7%
O[C@@H]1CN(Cc2ccc(-n3cccn3)cc2)CC[C@H]1N1CCN(c2ccccc2F)CC1	9.8%	7.6%	1.5	60	i	10.9	-0.1%	-7.2%	0.3	779	7.6%	-17.3%
O=C(O)CC(C(=O)O)N1C(=O)/C(=C/C=C/c2ccco2)SC1=S (centres undefined)	53.1%	-6.9%	1.9	58	i	25.0	-0.3%	3.4%	0.8	694	?	-8.9%
O=C(OCn1ncc(Cl)c(Cl)c1=O)c1ccc(F)cc1	7.6%	-2.0%	-2.3	62	i	48.3	0.6%	-1.6%	/	/	/	1.3%
CCN(Cc1ccc(C#CCCO)cc1)CC1CCCN(CCc2cccc(OC)c2)C1 (centres undefined)	24.4%	-16.5%	0.9	61	i	50.0	-0.4%	-9.7%	6.7	799	6.3%	6.1%
CCN(CC)C(=O)C1=C(C)NC(=O)NC1c1c(F)cccc1Cl (centres undefined)	4.3%	-8.1%	-1.5	81	i	53.9	-0.1%	0.3%	-13.5	664	2.9%	2.7%
COc1ccccc1/C=C(/NC(=O)c1ccccc1)C(=O)NCCCn1ccnc1	11.6%	10.7%	1.7	82	i	22.9	-0.1%	10.5%	1.0	745	2.4%	1.2%
Cc1cc(=O)n(CC(=O)NC2CC2)c2c1c(C)nn2-c1ccccc1	15.1%	-2.0%	2.7	46	i	21.3	-0.1%	-4.5%	2.8	774	-5.1%	-10.0%
Cc1cccc(NC(=S)NCc2ccc(F)cc2)c1	8.0%	5.8%	-1.0	69	i	40.0	-0.5%	-3.8%	-12.5	700	10.6%	-2.8%
CCn1c(CSCc2ccc(C)cc2)nnc1SCC(=O)NCc1ccccc1	5.1%	6.6%	1.8	52	i	48.9	-0.1%	1.8%	/	/	11.1%	8.0%
CC1CCN(C(C(=O)Nc2ccc3c(c2)OCO3)c2ccccc2)CC1 (centres undefined)	?	21.9%	7.2	65	i	36.3	-0.2%	-1.1%	/	/	0.1%	1.2%
COc1ccc(N=Cc2[nH]c3ccccc3c2O)cc1	13.7%	32.9%	1.2	91	i	30.8	-0.3%	-3.1%	-1.0	650	2.9%	19.0%
CCCc1nc2ccc(NC(C)=O)cc2c(=O)n1Cc1ccc(Cl)cc1	10.2%	2.4%	0.2	94	i	45.2	0.1%	-4.0%	-8.0	751	1.1%	6.8%
CN(C)c1ccc(NC(=O)Cn2ncn3c(cc4ccccc43)c2=O)cc1	29.6µM*	24.7%	0.2	47	i	62.8	0.0%	-2.3%	/	/	28.2%	-9.0%
CCCCOC(=O)Cn1c(=O)oc2ccc(C)cc21	4.2%	11.2%	-0.2	103	i	21.2	0.2%	-2.2%	-4.4	591	8.6%	2.6%
O=C(Nc1nc2ccccc2s1)c1ccc(F)cc1	/	2.3%	0.7	44	i	33.1	0.2%	6.0%	-46.1	730	6.0%	1.4%
C=CCNC(=O)COc1ccc(Oc2ccccc2)cc1	6.9%	9.5%	-0.3	28	i	31.9	-0.3%	3.2%	-2.6	694	4.7%	-1.7%
CC(C)Sc1n[nH]c2nc3c(c(=O)n12)C1(CCCC1)Cc1ccccc1-3	-1.3%	1.3%	/	/	/	/	-0.1%	-6.5%	/	/	/	13.5%
COCc1cc(N2CCCC2)nc(-c2ccccc2)n1	8.5%	19.0%	1.1	39	i	51.0	-0.3%	0.9%	-2.9	669	5.8%	-22.4%
O=C(NCCCn1ccnc1)C(Cc1ccc([N+](=O)[O-])cc1)N1C(=O)c2ccccc2C1=O (centres undefined)	7.9%	-1.5%	-0.2	56	i	25.3	-0.2%	1.4%	-10.8	720	3.2%	6.3%
O=C(NCCCN1CCOCC1)C(=O)c1c[nH]c2ccccc12	6.5%	-1.7%	0.2	49	i	16.0	-0.1%	-0.1%	-9.5	749	6.1%	-2.2%
Cc1ccc(NC(=O)C(=O)NNC(=O)c2cccs2)cc1	14.1%	0.3%	1.5	41	i	38.3	-0.4%	-2.9%	-13.3	653	3.5%	-6.8%
COc1ccccc1/C=N\Nc1ccccc1[N+](=O)[O-]	23.4%	18.7%	3.8	43	i	35.4	0.4%	-7.0%	165.0*	719*	3.3%	2.2%
CCOC(=O)c1ccc2nc(NC(=O)C(C)C)sc2c1	0.1%	-0.2%	2.2	50	i	38.5	-0.5%	-2.7%	4.8	794	1.4%	-3.9%
O=C(O)c1cc(-c2ccco2)nn1-c1cccc(Cl)c1	18.1%	-6.1%	-1.4	66	i	31.1	0.6%	9.3%	-2.5	659	10.7%	13.7%
O=C(CSc1ccc(Cl)cc1)NNC(=O)c1cccnc1	28.6%	4.2%	-1.7	62	i	37.4	0.1%	4.1%	-0.6	681	-1.9%	-7.4%
O=S(c1ccsc1)c1ccsc1	12.2%	0.2%	-0.7	40	i	16.5	0.2%	-3.3%	-2.0	689	5.5%	-12.3%
COc1ccc(C(C(=O)NC2CCCC2)N(CCCO)C(=O)c2snc(C(N)=O)c2N)cc1 (centres undefined)	1.7%	6.1%	-0.8	41	i	33.3	-0.4%	-10.1%	-1.9	747	1.4%	7.7%
COc1ccc(C(=O)C2CCCN(Cc3cccn3-c3ccccn3)C2)c(OC)c1 (centres undefined)	16.4%	4.9%	3.0	61	/	/	5.1%	-3.6%	22.4	665	5.7%	8.9%
Cc1cc(NC(=O)c2ccccc2)ccc1NC(=O)c1ccccc1Cl	8.6%	4.5%	-1.1	61	i	12.6	0.3%	-10.0%	5.0	870	-12.7%	-9.8%
CN(C(=O)c1ccc2c(Cl)c3c(nc2c1)CCC3)c1ccccc1	6.4%	4.2%	3.4	57	i	32.1	-0.2%	-1.5%	-15.0	726	14.9%	6.0%
O=C(CO/N=C/c1c(Cl)cccc1Cl)NNC(=O)c1cccc(Cl)c1	3.6%	12.6%	-0.7	63	i	21.4	-0.2%	-6.8%	-6.2	749	-2.1%	6.0%
Cc1cc(C(=O)c2ccccc2)c(NC(=O)CCl)s1	8.7%	7.1%	4.5	47	i	16.3	-0.3%	0.6%	0.8	519	10.9%	-4.3%
CC(C)n1nc(C(=O)Oc2cc(Cl)ccc2Cl)c2ccccc2c1=O	4.8%	-3.7%	-1.3	75	i	44.6	-0.2%	-6.6%	-16.3	608	6.5%	13.2%
CCc1noc(C)c1C(=O)N(C)CC(=O)Nc1ccc(Br)cc1C	3.1%	/	-0.2	44	i	30.0	/	/	/	/	4.6%	/
COc1ccc(C)cc1S(=O)(=O)NC1CCCCCC1	18.5%	-5.7%	1.6	57	i	23.5	-0.2%	-7.0%	-26.7	715	4.8%	-4.8%
O=C(Cn1cnc2c(oc3ccccc32)c1=O)N1CCN(c2ccccc2)CC1	4.3%	-5.8%	-0.7	82	i	48.1	-0.2%	-5.3%	4.0	752	8.8%	9.5%
Cc1ccc2cccc(S(=O)(=O)N3CCN(c4cccc(Cl)c4)CC3)c2n1	3.2%	6.5%	5.3	94	/	/	-0.1%	0.5%	-24.5	710	8.8%	-5.2%
CC(C)CCN(CC(=O)NC(C)(C)C)C(=O)C(=O)Nc1ccc2c(c1)OCCO2	7.8%	10.4%	0.3	40	i	31.9	-0.1%	-5.7%	-0.1	630	-15.4%	13.0%

Not a hit list; overall some 1.8% were active at least once.
